# Source: PubChem (National Center for Advancing Translational Sciences (NCATS))
# Pol eta inh: qHTS for Inhibitors of Polymerase Eta; Potency, µM (highest dose often 114 µM), without a hit: top-dose activity change, negative = inhibition, actives largely listed as inhibitors; 390,000 tested, 1.2% active; DNA polymerase eta (Homo sapiens), Q9Y253; recombinant Pol eta, fluorescent DNA replication assay; also: potency is read from the fitted curve at half-maximal effect; % is scaled to controls: 0 for no effect and ±100 for the full control effect
#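 Fluorescent replication assay: 50 nM final substrate added after a 15 min room-temperature compound preincubation with 10 nM enzyme. Signal taken at 0 min and again at 10 min.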
# POLB inh: qHTS Assay for Inhibitors of DNA Polymerase Beta; Pol beta primer extension/strand displacement, fluorescence kinetic; AID 485314, 2010; 340,000 tested, 1.3% active; Potency, µM (titrated, usually from 114 µM), for the others: at the highest dose activity change, negative = inhibition, usual class: inhibitors; P06746; also: potency is read from the fitted curve at half-maximal effect; % is scaled to controls: 0 for no effect and ±100 for the full control effect
#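 Kinetic readout of DNA synthesis with strand displacement by Pol beta. Compound and 10 nM enzyme sit 15 min at room temperature; 50 nM substrate starts the reaction, read immediately and at 10 min.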
# LDHA inh: qHTS assay for inhibitors of human lactate dehydrogenase; 480,000 tested, 0.15% active; activity change, % (values are at about 110 or 230 µM); L-lactate dehydrogenase A chain (Homo sapiens), P00338; purified LDHA, NADH/diaphorase-resazurin fluorescence; active compounds read low; in the data active = activity change below about -30%; inconclusive = mostly about -25% to -30%;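 also: plate controls were DMSO wells for no effect and wells without enzyme for full effect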
#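 LDH5 2 nM; NADH 0.06 mM, pyruvate 0.2 mM; 200 mM Tris pH 7.4, EDTA, Tween-20; 5 min RT. Detection: diaphorase 0.133 mg/mL + resazurin 37 µM, fluorescence ex540/em590 at 0 and 20 min; normalized to enzyme-free and DMSO wells.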
# Anesthetic bind: qHTS Assay for Identification of Novel General Anesthetics; 350,000 tested, 0.074% active; Potency, µM (titrated, usually from 77.5 µM), for the others: at the highest dose activity change, negative = displacement, usual class: inhibitors; apoferritin/1-aminoanthracene competitive binding, fluorescence; AID 485281, 2010; also: potency is read from the fitted curve at half-maximal effect; % is scaled to controls: 0 for no effect and ±100 for the full control effect; nearly all actives have a fitted effect of over 20% in size
#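 10 uM apoferritin + 50% sat. 1-AMA, PBS; cpd 10 min RT; Ex380/Em535 endpoint; normalized to free probe vs complex; 4-param Hill fit; propofol titration as pos. ctrl.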
# Pol kappa inh: qHTS for Inhibitors of Polymerase Kappa. purified Pol kappa, fluorescent DNA synthesis assay, 10 min. Potency, µM (titrated, usually from 107 µM), without a hit: at the top dose activity, negative = inhibition, usual class: inhibitors. 400,000 tested, 0.53% active. AID 588579, 2011; also: potency is read from the fitted curve at half-maximal effect; % is scaled to controls: 0 for no effect and ±100 for the full control effect
#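 Inhibition of 10 nM Pol kappa is measured by a fluorescent read-out at 0 and 10 min following addition of 50 nM substrate (final), with a 15-min room-temperature compound preincubation.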
# POLI inh: qHTS for Inhibitors of Polymerase Iota | DNA polymerase iota (Homo sapiens), Q9UNA4 | Pol iota fluorescent replication assay, 10 min | Potency, µM (titrated, usually from 115 µM), inactives show at the top dose activity, negative = inhibition, most hits filed as inhibitors | 390,000 tested, 1% active; also: potency is read from the fitted curve at half-maximal effect
# Target sequence (Q9UNA4 whole entry, looked up): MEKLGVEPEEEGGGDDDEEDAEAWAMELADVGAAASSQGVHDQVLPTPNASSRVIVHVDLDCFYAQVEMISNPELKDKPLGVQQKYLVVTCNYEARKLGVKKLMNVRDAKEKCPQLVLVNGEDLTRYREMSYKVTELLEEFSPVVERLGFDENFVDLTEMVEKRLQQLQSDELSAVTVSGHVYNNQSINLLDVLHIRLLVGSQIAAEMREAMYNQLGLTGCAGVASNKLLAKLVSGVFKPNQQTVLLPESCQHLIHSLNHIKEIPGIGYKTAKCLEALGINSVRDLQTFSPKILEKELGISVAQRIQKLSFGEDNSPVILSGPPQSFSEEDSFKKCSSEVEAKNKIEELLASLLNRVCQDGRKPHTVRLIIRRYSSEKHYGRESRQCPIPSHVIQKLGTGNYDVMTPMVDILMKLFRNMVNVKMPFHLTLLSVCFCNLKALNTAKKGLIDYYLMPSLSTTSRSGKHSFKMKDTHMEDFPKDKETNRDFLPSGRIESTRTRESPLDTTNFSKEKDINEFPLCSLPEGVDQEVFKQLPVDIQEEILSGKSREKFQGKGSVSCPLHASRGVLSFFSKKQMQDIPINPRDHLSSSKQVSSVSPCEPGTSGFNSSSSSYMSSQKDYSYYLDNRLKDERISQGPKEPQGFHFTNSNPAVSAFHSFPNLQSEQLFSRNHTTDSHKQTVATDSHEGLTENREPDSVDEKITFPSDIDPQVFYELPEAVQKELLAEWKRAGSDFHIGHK
#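 Fluorescent replication assay read twice, at 0 min and 10 min after adding 50 nM (final) substrate. Enzyme (10 nM) and compounds were first incubated 15 min at room temperature; enzyme-free buffer wells were negative controls.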
# APEX1 inh: qHTS Assay for Inhibitors of the Human Apurinic/apyrimidinic Endonuclease 1 (APE1); AID 2517, 2012; recombinant APE1, TAMRA/BHQ-2 abasic DNA cleavage fluorescence; Potency, µM (doses to about 65.8 µM), for inactives: at the top dose activity change, negative = inhibition, usual class: inhibitors; 350,000 tested, 0.35% active;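 also: potency is read from the fitted curve at half-maximal effect; plate controls were vehicle for no effect and reference inhibitor for full effect; nearly all actives have a fitted effect of over 55% in size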
# Target sequence (P27695 whole entry, looked up): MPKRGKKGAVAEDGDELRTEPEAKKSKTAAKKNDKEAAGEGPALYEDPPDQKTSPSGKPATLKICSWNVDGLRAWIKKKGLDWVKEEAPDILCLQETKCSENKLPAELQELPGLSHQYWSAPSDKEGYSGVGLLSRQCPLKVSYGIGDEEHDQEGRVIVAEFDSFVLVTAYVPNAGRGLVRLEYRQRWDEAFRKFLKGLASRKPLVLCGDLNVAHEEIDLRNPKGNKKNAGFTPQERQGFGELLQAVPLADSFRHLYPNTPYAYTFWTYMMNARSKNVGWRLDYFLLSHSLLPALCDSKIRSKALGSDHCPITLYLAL
#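 Measures dequenching upon AP-site incision of a 5'-TAMRA/3'-BHQ-2 THF-containing duplex, 50 nM; human APE1 0.75 nM after 15 min room-temperature exposure to compound; kinetic three-point read at one-minute spacing.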
# GRP78 ERSR act: qHTS for Inducers of the Endoplasmic Reticulum Stress Response (ERSR) in Human Glioma: qHTS; U87-MG GRP78 promoter luciferase reporter, 16 h; Potency, µM, inactives show at the top dose activation, most hits filed as activators; 420,000 tested, 0.02% active; AID 602332, 2012; also: potency is read from the fitted curve at half-maximal effect; series mostly up to about 76 µM; % of control where 0% means no effect; nearly all actives have a fitted effect of over 35% in size
#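 ERSR induction read as luciferase luminescence (Bright-Glo, 10 min at room temperature) in stably transfected human U87-MG glioma cells exposed to compounds for 16 h, using GRP78 as sensor.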
# BLM inh: qHTS Assay for Inhibitors of Bloom's syndrome helicase (BLM); recombinant BLM DNA unwinding, fluorescence dequenching; AID 2528, 2010; 350,000 tested, 0.2% active; Potency, µM (doses to about 56.1 µM), without a hit: at the highest dose activity change, negative = inhibition, hits mostly inhibitors; RecQ-like DNA helicase BLM (Homo sapiens), P54132;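 also: potency is read from the fitted curve at half-maximal effect; plate controls were vehicle for no effect and no enzyme for full effect; nearly all actives have a fitted effect of over 35% in size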
# * marks the source's active call; other numbers are inactive results; ? = inconclusive; . = not tested or not shown; & = joins results of further samples; [ ] = remark or other dose. Unless noted, calls follow the shape of the dose curve; as a rule, active = well fitted curve in the direction sought with a large enough effect; inconclusive = small, poorly fitted or top-dose-only effect, or another doubt; inactive = no such curve, though single readings can be large; an effect the other way counts as inactive or inconclusive. A portion of the library; count on the stated rates, not on these rows.
SMILES | POLI inh | APEX1 inh | LDHA inh | Pol eta inh | POLB inh | BLM inh | Pol kappa inh | Anesthetic bind | GRP78 ERSR act
O=C(COC(=O)c1ccc(S(=O)(=O)NCc2ccco2)cc1)Nc1ccc(OC(F)F)cc1 | -12.0% | -2.8% | 2.2 | -6.3% | -3.1% | -3.4% | -10.6% | ? | 1.9%
COc1cccc(N2CCN(Cc3nc4scc(-c5ccccc5)c4c(=O)[nH]3)CC2)c1 | 7.7% | -5.9% | -3.9 | -4.6% | -9.1% | -4.3% | -2.2% | 5.3% | -2.7%
Cc1c(Cl)cccc1NC(=O)CSc1sc2c(O)cc(=O)[nH]c2c1C#N | ? | 11.2%[12.4 µM] | 5.7 | -25.5% | 21.7% | -3.5% | -19.8% | -11.6% | -1.1%
Cc1ccc(S(=O)(=O)N2CCOCC2)cc1NC(=O)COC(=O)c1ccc(Br)cc1 | 13.9% | 30.9% | -11.6 | -6.1% | . | . | -2.2% | . | -2.4%
CCOc1ccc(/C=C/c2ccc3ccccc3[n+]2C)cc1OCC | ? | . | -6.5 | . | . | . | 44.7µM* | . | -5.3%
Cc1ccc(CCN2CC(C(=O)NC3CCCCC3)CC2=O)cc1 (centres undefined) | ? | 15.6% | -4.7 | -3.2% | 27.4% | -3.2% | -0.9% | -8.3% | -2.2%
O=C(COc1ccccc1Cl)NCc1ccncc1 | 9.9% | ? | -2.2 | -1.5% | -1.3% | -2.1% | 3.9% | -6.7% | 0.0%
O=C(Nc1ccc(F)c(F)c1)c1cnc(-c2ccccc2)nc1-c1ccccc1 | 11.7% | -3.4% | -3.6 | 6.9% | 11.5% | 2.7% | -15.1% | -11.9% | 1.6%
CCOc1ccc(-n2ccn(CC(=O)NCCc3ccccc3)c(=O)c2=O)cc1 | 12.4% | 6.6% | -1.3 | -5.6% | . | . | -3.9% | . | -2.5%
CN(Cc1ccccc1)CC1CCCN(CCc2ccccc2F)C1 (centres undefined) | 34.3%[activator] | 36.2% | -2.5 | 0.0% | 1.9% | -4.1% | -8.2% | -6.7% | -2.7%
Cc1ccc(-c2nnc(SCC(=O)OC(C)C)n2N)cc1 | 31.3%[activator] | -3.3% | 0.0 | -10.6% | 5.2% | 0.9% | -0.4% | -4.5% | -5.0%
O=C(COc1ccccc1)NNC(=O)COc1ccc([N+](=O)[O-])cc1 | 5.2% | 0.5% | -10.3 | 1.2% | -2.1% | -7.3% | -1.8% | -8.9% | -6.1%
CC(=O)N/C(=C\c1ccccc1)C(=O)OCC(=O)c1ccc(F)cc1 | 57.3%[activator] | -16.4% | -0.9 | -6.3% | . | . | -3.6% | . | -1.5%
CCCCN(C(=O)CCN1C(=O)C2CC=CCC2C1=O)c1c(N)n(CCCC)c(=O)[nH]c1=O (centres undefined) | 14.3% | . | -6.0 | -15.3% | . | . | -10.6% | . | -0.6%
Cc1ccc(C)c(N2CCN(C(=O)Cn3nc(C)c4sc5ccccc5c4c3=O)CC2)c1 | 13.8% | . | 1.0 | -20.0% | 4.6% | -7.9% | 8.6% | 39.0%[activator] | -1.7%
O=C(/C=C1\NC2(CCCC2)Cc2ccccc21)N1CCOCC1 | -5.0% | -2.9% | -0.2 | -4.0% | 0.3% | -5.8% | -14.2% | -1.5% | -5.1%
Nc1c(S(=O)(=O)c2ccccc2)c2nc3ccccc3nc2n1C1CC1 | 103.4%[activator] | 0.0% | -10.3 | -8.4% | 0.7% | -1.9% | -18.9% | 3.1% | -0.5%
COc1cc(Cl)c(C)cc1NC(=O)CSc1nnc(-c2ccco2)n1CC(C)C | ? | -2.2% | 0.3 | -17.1% | -17.4% | -9.3% | -7.7% | -3.8% | -3.3%
CCOc1ccc(/C=C/C(=O)c2ccccc2)cc1 | -2.7% | -3.3% | -12.7 | -12.7% | -0.3% | -11.4% | -2.1% | -5.0% | -3.4%
O=C(COc1cccc2cccnc12)Nc1ccccc1 | -1.2% | -4.5% | -2.7 | -6.8% | 46.7% | 2.2% | -23.4% | -5.4% | 0.7%
Cc1ccc(Sc2ncccc2C(=O)N(C)Cc2cccs2)c(C)c1 | 31.5%[activator] | 18.9% | 12.4 | -12.6% | 13.6% | -8.2% | 2.1% | -0.4% | -3.3%
COc1ccccc1CNC(=O)c1cn(C)c2ccc(S(=O)(=O)N3CCC(C)CC3)cc2c1=O | 19.4% | . | -3.4 | -2.9% | 22.1% | 0.1% | 5.7% | -4.3% | -1.6%
O=c1nc(Nc2ccccc2)sc2ccc([N+](=O)[O-])cc12 | 0.2% | 4.5% | -3.5 | 15.8µM* | ? | -8.3% | -12.2% | 1.6% | -0.4%
O=C(COC(=O)c1ccc2c(c1)S(=O)(=O)N=C1CCCCCN12)NCc1cccs1 | -10.1% | 7.9% | 1.4 | -11.6% | 0.2% | 0.8% | 12.2% | 0.7% | -2.8%
O=C(CNC(=O)C1CCCCC1)Nc1cc(Cl)ccc1Cl | 8.3% | -0.6% | -3.4 | -9.4% | -17.1% | 0.1% | -22.9% | -1.1% | -3.8%
Cc1ccc(C(=O)N2CCC(C(=O)NC3CCCCCC3)CC2)cc1 | 7.9% | 62.8%[activator] | -7.6 | -11.3% | 1.4% | -11.3% | 2.6% | -4.1% | 1.0%
Cc1ccccc1Nc1nc(N)nc(CN2CCN(Cc3ccc4c(c3)OCO4)CC2)n1 | 115.9%[activator] | -1.4% | 2.6 | -5.7% | 1.3% | 2.3% | -1.6% | -4.1% | -4.5%
Cc1cccc(N2CCN(c3c(CN4CCCC4)c(=O)oc4ccccc34)CC2)c1C | -4.1% | . | -12.0 | -3.3% | 30.6% | 1.3% | -7.2% | -3.8% | -4.1%
Cc1csc(CNc2ncnc3ccc(-c4ccc5c(c4)OCO5)cc23)c1 | 1.9% | 5.2%&3.3% | -0.2 | -3.1% | . | . | 14.7% | . | -6.2%
CN(C1=C(NC(=O)c2ccc(Cl)cc2)C(=O)c2ccccc2C1=O)c1ccccc1 | -5.2% | 1.9% | 31.6 | -12.9% | 7.6%[57.1 µM] | -3.9% | -6.5% | -1.3% | 2.0%
CCN(c1cccc(C)c1)S(=O)(=O)c1cccc2nsnc12 | 36.6%[activator] | -5.2% | -1.0 | -23.1% | 3.1% | -1.6% | -17.7% | ? | -1.7%
COc1ccc(-c2cc3c(=O)n(CC(=O)NCc4ccc(Cl)cc4)ncn3n2)cc1 | -8.2% | 25.5% | -4.6 | -7.5% | -26.4% | 0.6% | -8.9% | -6.3% | 0.9%
CCN1CCN(S(=O)(=O)c2ccc(Cl)c(C(=O)N(CC)Cc3ccccc3)c2)CC1 | 31.0%[activator] | 3.8% | -7.3 | -13.4% | . | . | -15.9% | . | -1.3%
Cc1ccc(S(=O)(=O)NCCC(=O)Nc2ccc(Cl)c(Cl)c2)cc1 | 0.9% | ? | -3.1 | ? | 1.4% | -4.7% | -7.9% | -9.7% | -3.0%
O=C(N/N=C/c1ccc(COc2ccc(Br)cc2)o1)c1ccco1 | 10.5% | 0.6% | -8.8 | -17.5% | 14.6% | -1.2% | -2.7% | -1.6% | -3.5%
CC(C)c1ccc(NC(=O)CCNS(=O)(=O)c2cc(Br)cnc2N)cc1 | -6.3% | 22.0% | -4.0 | -13.0% | 1.1% | -2.7% | 5.1% | -14.0% | -6.2%
CCOC(=O)c1cc(-c2ccccc2C)n(Cc2cc(C)no2)n1 | 7.8% | -11.2% | -0.8 | -2.2% | . | . | -12.2% | . | -3.0%
Cc1c(C)c(C)c(S(=O)(=O)N2CCSCC2)c(C)c1C | 0.8% | -2.4% | 0.7 | -4.3% | -13.2% | -6.9% | -2.7% | -1.2% | -2.4%
C#CCOCCOCCOCCNc1nc(N2CCN(C(=O)CCCCCCCCCCNC(=O)[C@H](CCCCN)n3cc(CCO)nn3)CC2)nc(N2CCN(C(=O)CCCCCCCCCCNC(=O)[C@H](CCCCN)n3cc(C[C@@H](C)CC)nn3)CC2)n1 | ? | ? | -1.4 | 79.4µM* | . | . | -24.7% | . | -10.6%
CC(=O)N1CCC(N(CCCOC(C)C)S(=O)(=O)c2ccc([N+](=O)[O-])cc2)CC1 | 2.3% | 32.9% | -0.3 | -5.6% | 1.2% | -5.8% | 0.4% | -4.1% | -2.2%
Cc1ccc2occ(CC(=O)Nc3ccc(S(=O)(=O)N4CCCC(C)C4)cc3)c2c1 (centres undefined) | 3.9% | . | -3.0 | -23.8% | 0.4% | -13.9% | -7.7% | -8.0% | -3.6%
CCOc1ccc2[nH]c(=O)c(CN(Cc3ccc(F)cc3)C(=O)N3CCCC3)cc2c1 | -9.1% | -7.7% | 4.2 | -2.9% | 1.3% | 0.6% | 7.0% | -10.8% | -4.9%
CCC(C)NC(=O)c1ccc2nc(-c3ccco3)c(-c3ccco3)nc2c1 (centres undefined) | 22.4µM* | . | 13.5 | . | . | . | ? | . | 0.0%
CCS(=O)(=O)N1CCC(C(=O)N2CCc3ccccc3C2)CC1 | 31.1%[activator] | -1.2% | 10.5 | -2.6% | 31.5%[activator] | -1.4% | -23.6% | -5.8% | -3.5%
Cc1nnc(-c2cnn(C)c2N)n1CCCN1CCOCC1 | 32.3%[activator] | -3.7% | -0.1 | -9.5% | -18.6% | -3.0% | -19.0% | -1.0% | -4.4%
O=C(NNc1ccccc1)/C(=C\c1cccnc1)NC(=O)c1ccccc1 | 11.6% | -3.7% | 0.6 | -14.5% | 16.2% | -2.9% | 3.8% | -12.1% | 3.1%
